Screening data: PubChem BioAssay, National Center for Advancing Translational Sciences (NCATS)
HT1080-NT tox = kills 2HG-producing HT-1080-NT fibrosarcoma cells; AID 686970; hit rate 1.6% among 360,000; HT-1080-NT fibrosarcoma viability, CellTiter-Glo ATP luminescence, 48 h; Potency, µM (series often up to 46.1 µM), without a hit: at the top dose activity, negative = less viability, usual class: cytotoxic;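 note: NT is the 2HG producing partner of a matched IDH1 knockdown line; potency is the fitted concentration of half-maximal effect; 0% = DMSO-treated cells and -100% = media-only wells without cells; nearly all actives have a fitted effect of over 55% in size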
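A 48-hour cytotoxicity screen used HT-1080-NT cells plated 2 hours before compound delivery. ATP-based CellTiter-Glo luminescence measured viability, normalized to DMSO and no-cell controls.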
MCF10A rerep = inducers of DNA re-replication in MCF 10A breast cells; MCF 10A DNA re-replication, Hoechst nuclear intensity, 48 h; Potency, µM (series often up to 46.1 µM), without a hit: at the top dose activity, positive = re-replication, most hits filed as activators; hit rate 2.9% among 350,000; AID 624296; note: potency is the fitted concentration of half-maximal effect; % of control where 0% means no effect; nearly all actives have a fitted effect of over 50% in size
SW480 rerep = induces DNA re-replication in SW480 colon adenocarcinoma cells | SW480 DNA re-replication, Hoechst DNA content imaging, 48 h | Potency, µM (series often up to 46.1 µM), inactives show at the highest dose re-replication activation, most hits filed as activators | hit rate 1.8% among 340,000 | AID 624297; note: potency is the fitted concentration of half-maximal effect; % of control where 0% means no effect; nearly all actives have a fitted effect of over 55% in size
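Hoechst fluorescence of nuclei (405 nm excitation, 500-530 nm emission) measured by plate-scanning imager after 48 hr compound exposure at 37 C; re-replication scored as increased number of nuclei with elevated intensity.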
HT1080 IDH1KD tx = HT-1080 IDH1 knockdown cell toxicity (counter line); hit rate 2% among 360,000; HT-1080 IDH1 knockdown viability, ATP luminescence, 48 h; Potency, µM (highest dose often 46.1 µM), inactives show at the top dose activity, negative = toxicity, hits mostly cytotoxic;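 note: potency is the fitted concentration of half-maximal effect; 0% = DMSO wells and -100% = cell-free medium wells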
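CellTiter-Glo luminescence after 48 h compound exposure at 37 degrees C of IDH1-knockdown HT-1080 cells in 5% FBS RPMI. %Activity scaled between DMSO wells and cell-free media wells, with curves fitted and assigned curve classes.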
ATXN2 expr inh = inhibitors of ATXN2 expression; Potency, µM (series often up to 57 µM), inactives show at the highest dose activity change, negative = inhibition, hits mostly inhibitors; HEK-293 ATXN2-luciferase reporter, luminescence, 24 h; AID 1745845; hit rate 0.72% among 360,000; note: potency is the fitted concentration of half-maximal effect; % is set by controls: 0 for no effect and ±100 for the full control effect; nearly all actives have a fitted effect of over 55% in size
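qHTS (up to 57 uM final) was run with 24 h compound exposure of reporter cells at 37 °C. Each well was multiplexed: SteadyGlo luminescence measured ATXN2-luciferase expression after a fluorogenic Gly-Phe-AFC viability readout (25 uM final).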
IL-1B inflam inh = inhibitors of inflammasome signaling (IL-1 beta secretion); THP-1 LPS/ATP IL-1B secretion, AlphaLISA, 16 h; stronger effect = lower value; hit rate 4.7% among 360,000; activity change, % at 57.5 µM; in the data active = activity change below about -50%; inconclusive = mostly about -30% to -49%; note: % is set by controls: 0 for no effect and ±100 for the full control effect
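THP-1 cells pretreated 1 hr with compounds (up to 57.5 uM final), then stimulated with LPS (250 ng/mL final) plus ATP (1.25 mM final); secreted IL-1B measured by AlphaLISA after 16 hr, decreased signal indicating inhibition.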
S2 tox = reduces viability in counter-screen for ATXN expression inhibitors | S2 cells (HEK-293 line with an ATXN2-luciferase reporter) viability, CellTiter-Fluor protease fluorescence, 24 h | Potency, µM (series often up to 56.7 µM), usual class: cytotoxic | hit rate 0.49% among 400,000 | AID 651635; note: potency is the fitted concentration of half-maximal effect; nearly all actives have a fitted effect of over 40% in size
KB-3-1 cytotox = KB-3-1 parental cell cytotoxicity. KB-3-1 viability, CellTiter-Glo ATP luminescence, 72 h. Potency, µM (titrated, usually from 46.1 µM), inactives show at the highest dose activity change, negative = cytotoxic, hits mostly cytotoxic. hit rate 1.4% among 400,000. AID 1347075; note: potency is the fitted concentration of half-maximal effect; % is set by controls: 0 for no effect and ±100 for the full control effect; nearly all actives have a fitted effect of over 60% in size
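Luminescent ATP read-out (CellTiter-Glo) measures survival of drug-naive KB-3-1 cells after 72 h compound exposure at 37 °C. Titration series was screened from lowest to highest concentration, with DMSO vehicle plates as background controls.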
HepG2 viability = kills HepG2 cells in TGF-b inhibitor counter-screen; HepG2 CAGA-GFP viability, ATP luminescence, 18 h; Potency, µM (series often up to 46.1 µM), inactives show at the top dose activity change, negative = cytotoxicity, most hits filed as cytotoxic; hit rate 0.76% among 410,000; AID 588856; note: potency is the fitted concentration of half-maximal effect; some results filed as inactive show a strong effect at the top dose
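CellTiter-Glo luminescence gave cytotoxicity after 18 hours at 37 degrees C. The cells were HepG2 CAGA-GFP in 1% FBS DMEM, stimulated with 500 pg/mL TGF-beta after compound addition. %Activity was normalised to no-cell wells (complete cell-killing) and DMSO (no toxicity), and curves were fitted and classified.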
Numbers without * were called inactive; i = inactive; ? = inconclusive; · = no result given; & = joins results of further samples; [ ] = remark or other dose. Unless noted, calls come from the whole dose curve; as a rule, active = well fitted curve in the direction sought with a large enough effect; inconclusive = small, poorly fitted or top-dose-only effect, or another doubt; inactive = no such curve, though single readings can be large; an effect the other way counts as inactive or inconclusive. Rows are unselected; any-hit rate near 8.9%.

SMILES | HT1080-NT tox | MCF10A rerep | SW480 rerep | HT1080 IDH1KD tx | ATXN2 expr inh | IL-1B inflam inh | S2 tox | KB-3-1 cytotox | HepG2 viability
CCN1CCN(CC(=O)Nc2nc3ccc(C)cc3s2)CC1 | -17% | 3% | -8% | -9% | · | -3 | · | -1% | -20%
Nc1nc(NCCOCCO)nc(Nc2cccc(F)c2)c1[N+](=O)[O-] | 4% | 2% | -46%[inhibitor] | -11% | · | 26 | i | 1% | 1%
COc1cc(/C=C/c2onc(C)c2[N+](=O)[O-])cc(OC)c1OC | -1% | 1% | -10% | 11% | -8% | 14 | · | 6% | 4%
CCCn1c(CN2CCN(c3cccc(Cl)c3)CC2)nc2c1c(=O)n(C)c(=O)n2C | -4% | -5% | -2% | -21% | -30% | 25 | i | ? | -39%
CCc1cc2c(=O)c(-c3cnn(-c4ccccc4)c3)c(C)oc2cc1OCC(=O)Nc1cccc(C)c1 | 0% | 1% | ? | 18% | ? | -1 | 1.8µM* | ? | -2%
CCCNC(=O)c1ccccc1NC(=O)c1ccccc1N(C)S(=O)(=O)c1ccccc1 | -2% | ? | ? | -11% | 9% | 14 | i | ? | -73%
COc1ccccc1Nc1nc(N2CCOCC2)nc(N2CCOCC2)n1 | -2% | 1%&7% | ? | 0% | -13%&1% | -9 | i | ? | -13%&-20%
O=C(CSc1nc2ccccc2c(=O)[nH]1)N1CCN(c2ccccc2)CC1 | ? | 12% | -2% | -16% | 2% | 0 | i | 4% | -9%
O=C(CCCn1c(=O)oc2ccccc21)N1CCN(c2ccccn2)CC1 | -2% | 20% | -6% | -2% | 32%[activator] | 33 | i | 10% | -5%
CC(=O)n1cc([C@H]2C=C(C(=O)Nc3ccccc3)O[C@@H](OCCCCO)C2)c2ccccc21 | -11% | -6% | -47%[inhibitor] | -2% | -6% | -9 | ? | -5% | -25%
O=C(NCCCNCc1ccccc1)c1ccccn1 | 0%&-1% | 0%&1% | 1%&-2% | 0%&-2% | -6%&12% | -2&0 | i | 9%&1% | -10%&9%
O=C(COc1ccc2ccccc2c1Br)NC(=S)Nc1cccc(CO)c1 | ? | ? | 2.9µM* | ? | -24% | -12 | ? | 1% | -2%
CC1CCN(CCCCOc2ccc([N+](=O)[O-])cc2)CC1 | 0% | 10% | -3% | 9% | -20% | -11 | i | -4% | 0%
O=[N+]([O-])c1ccc(N2CCN(c3cccc(Cl)c3)CC2)cn1 | -27% | -4% | 7% | -22% | -22% | -3 | i | 9% | -11%
O=C(CSc1ccc2nnc(-c3cccs3)n2n1)N1CCCC1 | -13% | 1% | 8% | 9% | -10% | 4 | ? | 7% | -41%
S=C(NCCc1ccccc1)NCCN1CCOCC1 | 8% | 12% | 5% | 3% | 30% | 20 | i | 7% | 3%
Cc1ccc(-c2ccc(CN3C(CC(C)C)C(=O)N(Cc4cn(Cc5ccco5)nn4)CCS3(=O)=O)cc2)cc1 (stereo unspecified) | -25% | · | · | -15% | -25% | -16 | i | -7% | -12%
Cc1cc(/C=C(\C#N)C(=O)O)c(C)n1CC1CCCO1 (stereo unspecified) | 17% | 14% | -60%[inhibitor] | -1% | · | -14 | i | 1% | 17%
NC(=O)c1cccn1Cc1ccccc1Cl | 4% | 4% | -3% | -3% | 15% | 1 | i | 1% | 2%
COc1ccccc1NS(=O)(=O)c1c(C(=O)N2CCCC2)c(C)n(C)c1C | 3% | 1% | -19% | 3% | 1% | -13 | i | 13% | -1%
C/C(CCc1ccccc1)=N\NC(=O)CC(=O)NCCc1ccccc1 | 12% | -10% | -17% | 2% | -2% | 0 | i | 10% | -6%
Cc1cc2c(sc3c(C)ccc(C)c32)c(C)n1 | -2% | ? | -36%[inhibitor] | -15% | -23% | · | i | -17% | -17%
CC(C)c1ccc(NC(=O)C(c2ccccc2)N2CCN(C(=O)c3ccco3)CC2)cc1 (stereo unspecified) | -13% | 9% | 4%[9.22 µM] | -23% | 2% | ? | ? | 0% | -19%
O=[N+]([O-])c1cc(S(=O)(=O)NCCN2CCOCC2)ccc1Sc1nnnn1-c1ccccc1 | ? | ? | 15µM* | ? | -31% | -100* | ? | 13µM* | -119%
O=C(NCc1cn(-c2ccccc2)nc1-c1ccccc1)c1cccc([N+](=O)[O-])c1 | 0% | 1% | ? | -15% | · | ? | ? | -18% | -2%
Cc1c(Cl)cccc1NC(=S)NCCc1ccc(S(N)(=O)=O)cc1 | -1% | 3% | -1% | -4% | -4% | 37 | i | -3% | -8%
CCNC(=S)NNC(=O)Nc1ccccc1 | 8% | -4% | 1% | 16% | 4% | 17 | i | -9% | -1%
O=C(CCSc1ccc(Cl)cc1)NC1CCCC1 | -14% | 9% | -5% | -2% | · | -5 | i | 2% | -5%
Cn1c(SCC(=O)Nc2ccc3nc(SCC(=O)NC4CC4)sc3c2)nnc1-c1ccccc1 | 4% | 2% | -4% | 14% | 3% | 43 | i | 18% | -5%
CC(=O)NN1C(=O)c2ccccc2NC1c1ccccc1F (stereo unspecified) | 14% | -13% | -12% | 19% | 2% | 0 | i | 12% | 9%
Cc1ccc(NC2CCCN(C(=O)c3cccs3)C2)cc1C (stereo unspecified) | -6% | -3% | 4% | 0% | · | 6 | i | 0% | -36%
CCCOc1ccc(-c2c(C(=O)N/N=C(\C)COc3ccccc3)nnn2-c2nonc2N)cc1 | -15% | -1% | -18% | -10% | -19% | 16 | i | -9% | 5%
COc1cc(OC)cc(C(=O)NNC(=O)c2ccc3ccccc3n2)c1 | ? | 17% | ? | 21µM* | ? | 50 | ? | ? | -51%
O=C(COC(=O)c1ccccc1SCC(=O)N1CCCC1)NCc1ccc(F)cc1 | 2% | · | · | -2% | · | -11 | i | -10% | -19%
O=C(NC(C(=O)c1ccccc1)n1ccc(=O)[nH]c1=O)c1ccccc1 (stereo unspecified) | 7% | 3% | -3% | 12% | 7% | -7 | ? | 26% | -2%
CO/N=C/c1ccc(N2CCN(C(=O)c3ccc(Cl)cc3Cl)CC2)c([N+](=O)[O-])c1 | ? | 11% | 15% | ? | -31% | -62* | i | 13µM* | -12%
CCN1CCCc2cc(CN(CCN3CCOCC3)C(=S)Nc3ccc(OC)c(Cl)c3)ccc21 | 0% | 2% | 22% | -2% | · | 0 | ? | 1% | 1%
CN(C(=O)COC(=O)Cc1ccc(Cl)cc1)C1CCCCC1 | -2% | 3% | 2% | -1% | -14% | -6 | i | 26% | -13%
O=C(NCc1ccc2c(c1)OCO2)C(=O)Nc1cc2c3c(c1)CC(=O)N3CCC2 | -3% | 0% | -2% | 1% | -5% | -9 | i | ? | 5%
Cc1ccc(N2CC(C(=O)Nc3ccc4c(c3)OCO4)CC2=O)cc1C (stereo unspecified) | -3% | -3% | -101%[inhibitor] | -4% | 5% | 31 | i | 2% | -36%

Some of the entries so far, as a markdown table:
| mol | HT1080-NT tox | MCF10A rerep | SW480 rerep | HT1080 IDH1KD tx | ATXN2 expr inh | IL-1B inflam inh | S2 tox | KB-3-1 cytotox | HepG2 viability |
| --- | --- | --- | --- | --- | --- | --- | --- | --- | --- |
| CCCOc1ccc(-c2c(C(=O)N/N=C(\C)COc3ccccc3)nnn2-c2nonc2N)cc1 | -15% | -1% | -18% | -10% | -19% | 16 | i | -9% | 5% |
| COc1cc(OC)cc(C(=O)NNC(=O)c2ccc3ccccc3n2)c1 | ? | 17% | ? | 21µM* | ? | 50 | ? | ? | -51% |
| O=C(COC(=O)c1ccccc1SCC(=O)N1CCCC1)NCc1ccc(F)cc1 | 2% | · | · | -2% | · | -11 | i | -10% | -19% |
| O=C(NC(C(=O)c1ccccc1)n1ccc(=O)[nH]c1=O)c1ccccc1 (stereo unspecified) | 7% | 3% | -3% | 12% | 7% | -7 | ? | 26% | -2% |
| CO/N=C/c1ccc(N2CCN(C(=O)c3ccc(Cl)cc3Cl)CC2)c([N+](=O)[O-])c1 | ? | 11% | 15% | ? | -31% | -62* | i | 13µM* | -12% |
| CCN1CCCc2cc(CN(CCN3CCOCC3)C(=S)Nc3ccc(OC)c(Cl)c3)ccc21 | 0% | 2% | 22% | -2% | · | 0 | ? | 1% | 1% |
| CN(C(=O)COC(=O)Cc1ccc(Cl)cc1)C1CCCCC1 | -2% | 3% | 2% | -1% | -14% | -6 | i | 26% | -13% |
| O=C(NCc1ccc2c(c1)OCO2)C(=O)Nc1cc2c3c(c1)CC(=O)N3CCC2 | -3% | 0% | -2% | 1% | -5% | -9 | i | ? | 5% |
| Cc1ccc(N2CC(C(=O)Nc3ccc4c(c3)OCO4)CC2=O)cc1C (stereo unspecified) | -3% | -3% | -101%[inhibitor] | -4% | 5% | 31 | i | 2% | -36% |

Following part:
SMILES | HT1080-NT tox | MCF10A rerep | SW480 rerep | HT1080 IDH1KD tx | ATXN2 expr inh | IL-1B inflam inh | S2 tox | KB-3-1 cytotox | HepG2 viability
CCCNC(=O)c1nc(C)n(-c2cc(Cl)cc(Cl)c2)n1 | 25% | 4% | -65%[inhibitor] | 14% | -6% | -4 | i | 1% | -33%
CS(=O)(=O)N1N=C(c2ccco2)CC1c1ccccc1Cl (stereo unspecified) | -6% | 1% | -12% | 5% | -14% | -18 | i | -1% | 19%
CC1CCCN(C(=O)CSc2nc3ncccc3[nH]2)C1 (stereo unspecified) | 12% | -3% | -3% | 11% | 18% | -10 | i | 0% | 1%
COc1cccc2cc(C(C)=O)oc12 | 15% | -2% | -6% | 17% | 3% | -17 | i | -1% | -7%
COc1ccc(C(=O)OCc2nnc(-c3ccccc3)o2)cc1S(=O)(=O)N1CCOCC1 | 11% | -1% | 85% | 5% | 12% | -7 | i | -2% | -15%
